From PubChem BioAssay
TEAD-YAP inh: TEAD-YAP interaction inhibition, primary screen, TEAD-YAP interaction inhibitor project, luminescence, HEK-TIYL cells. inhibition, % at 9.12 µM. TEAD-Gal4/YAP UAS-luciferase luminescence. actives 1.4% (n = 640,000); in the data active = inhibition above about 32%;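 note: 0% = median of test compound wells and 100% = reference inhibitor wells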
FBW7 activator: FBW7 E3 ligase activators, primary screen, biochemical, AlphaScreen, human | F-box/WD repeat-containing protein 7 (Homo sapiens), Q969H0 | AlphaScreen FBW7–phospho-cyclin E peptide binding, activator screen | normalized activity (activation), % at 26.1 µM | actives 0.13% (n = 650,000) | AID 1259310, 2017; in the data active = normalized activity above about 1.9%;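 note: purified mutant Fbw7 with reduced substrate affinity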
Target sequence (Q969H0 whole entry, looked up): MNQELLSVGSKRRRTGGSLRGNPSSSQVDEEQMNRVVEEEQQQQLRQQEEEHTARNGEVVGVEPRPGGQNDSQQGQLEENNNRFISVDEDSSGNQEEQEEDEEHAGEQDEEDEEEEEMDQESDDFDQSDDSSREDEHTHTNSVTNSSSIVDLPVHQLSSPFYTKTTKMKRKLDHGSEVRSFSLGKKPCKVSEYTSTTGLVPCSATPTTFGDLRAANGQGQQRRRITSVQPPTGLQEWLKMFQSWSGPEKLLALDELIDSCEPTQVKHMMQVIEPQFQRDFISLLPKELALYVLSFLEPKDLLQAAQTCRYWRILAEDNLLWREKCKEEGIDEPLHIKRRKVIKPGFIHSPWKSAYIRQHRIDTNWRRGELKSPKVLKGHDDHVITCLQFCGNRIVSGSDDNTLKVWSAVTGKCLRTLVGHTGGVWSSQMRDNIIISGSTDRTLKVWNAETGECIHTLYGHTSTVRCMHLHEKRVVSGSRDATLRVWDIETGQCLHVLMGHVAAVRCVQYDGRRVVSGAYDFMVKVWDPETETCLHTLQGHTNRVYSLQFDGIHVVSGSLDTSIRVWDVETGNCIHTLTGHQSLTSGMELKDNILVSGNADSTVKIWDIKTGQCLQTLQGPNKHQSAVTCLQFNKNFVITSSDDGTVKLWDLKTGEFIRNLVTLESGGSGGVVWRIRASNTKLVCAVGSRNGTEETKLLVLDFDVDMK
GPR151 activ: activators of human GPR151, primary screen, cell-based, PathHunter beta-arrestin, luminescence; PathHunter beta-arrestin GPR151 cells; actives 1% (n = 650,000); activation, % at 11.2 µM; AID 1508602, 2020; in the data active = activation above about 4.9%;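 note: 0% = median of compound wells and 100% = cells with positive control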
Target sequence (Q8TDV0 whole entry, looked up): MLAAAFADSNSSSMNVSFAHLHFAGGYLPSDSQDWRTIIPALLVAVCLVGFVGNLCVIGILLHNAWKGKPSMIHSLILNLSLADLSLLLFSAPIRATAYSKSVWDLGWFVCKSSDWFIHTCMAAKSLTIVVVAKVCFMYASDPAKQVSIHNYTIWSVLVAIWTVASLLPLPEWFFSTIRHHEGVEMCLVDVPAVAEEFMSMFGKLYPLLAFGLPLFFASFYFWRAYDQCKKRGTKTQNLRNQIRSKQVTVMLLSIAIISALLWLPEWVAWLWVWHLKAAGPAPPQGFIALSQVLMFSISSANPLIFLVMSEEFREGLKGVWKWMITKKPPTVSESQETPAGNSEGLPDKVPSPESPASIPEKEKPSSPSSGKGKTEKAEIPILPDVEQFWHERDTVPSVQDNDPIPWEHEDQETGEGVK
MITF primary: MITF inhibitors, primary screen, biochemical, AlphaScreen, human | Microphthalmia-associated transcription factor (Homo sapiens), O75030 | AlphaScreen MITF homodimerization, bead proximity signal | inhibition, % at 2.6 µM | actives 0.91% (n = 650,000) | AID 1259374, 2018; in the data active = inhibition above about 50%;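 note: 0% = vehicle wells with protein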
Starred values were filed as active, the others as inactive; & = joins results of further samples.

SMILES | TEAD-YAP inh | FBW7 activator | GPR151 activ | MITF primary
Nc1c(Cl)cc(Cl)cc1C(=O)OCC(=O)NC12CC3CC(CC(C3)C1)C2 | 8.1 | 0.1 | 0.3 | 17.8
CCC(=O)N1CCc2cc(S(=O)(=O)CCC(=O)Nc3nc(C)cs3)ccc21 | -11.6 | -0.1 | -0.3 | -2.9
Cc1cc2ccc(C)c(C)c2nc1NCCNC(=O)C1CC1 | -5.8 | 0.6 | -0.6 | 1.6
CS(=O)(=O)N(CC(=O)N1CCCC1)Cc1ccc(Cl)cc1 | 2.4 | 0.8 | 1.1 | 4.5
CCCCc1nc(N)c(C#N)c(-c2ccccc2)c1CCC | -5.2 | -0.1 | -0.5 | -6.2
COc1ccccc1N(CC(=O)N1c2ccccc2CC1C)S(=O)(=O)c1cccs1 (stereo unspecified) | 1.7 | 0.0 | 2.0 | 4.6
NC(=O)c1ccc(NC(=O)COC(=O)c2c3c(nc4ccccc24)CCCCC3)cc1 | 2.6 | -0.2 | 3.2 | -5.6
CCCCCSc1ncnc2nc[nH]c12 | -2.6 | 0.3 | -3.0 | 6.9
CCCc1cc(C(=O)Nc2cc(Cl)ccc2OC)no1 | -2.0 | 0.0 | -0.5 | -9.4
C=CCOC(=O)C1=C(C)Nc2c(c(=O)n(C)c(=O)n2C)C1c1ccccc1 (stereo unspecified) | -0.7 | 0.4 | 0.7 | 8.8
COc1ccc(C(=O)Nc2ccc(-c3ccc(OC)nn3)cc2)cc1 | -8.8 | 0.1 | 0.9 | 0.0
Cc1ccc([N+](=O)[O-])c(OCCCCn2cncn2)c1 | -10.8 | -0.3 | 0.0 | 28.8
CC(C)(C)NS(=O)(=O)c1ccc(NS(=O)(=O)c2ccc(Br)cc2)cc1 | -5.0 | -0.2 | -0.5 | -7.7
O=C(Nc1cccc(-n2cnnn2)c1)C1CCCN(Cc2cccc(C(F)(F)F)c2)C1 (stereo unspecified) | 3.0 | 0.2 | -0.2 | 5.5
O=c1c2cc([N+](=O)[O-])ccc2nc2n1CCCC2 | 3.6 | -0.1 | -0.8 | -1.5
O=C(c1nn2c(C(F)(F)F)cc(-c3ccco3)nc2c1Br)N1CCN(C(c2ccccc2)c2ccccc2)CC1 | -7.1 | 0.0 | 1.4 | -0.5
Cc1ccc(S(=O)(=O)NNC(=O)NC23CC4CC(CC(C4)C2)C3)cc1 | 5.9 | -0.1 | -0.9 | -2.5
COc1ccc(N2CCN(C3CCCN(Cc4cccn4-c4cccnc4)C3)CC2)cc1 (stereo unspecified) | 3.0 | 0.1 | 1.5 | 18.2
CCC1(C)Cc2ccccc2C(Nc2c(C)n(C)n(-c3ccccc3)c2=O)=N1 (stereo unspecified) | 7.4 | -0.1 | -0.3 | 3.6
CN1CCN(c2ccnc3c(-c4ccc(F)cc4)cnn23)CC1 | -47.2 | 0.2 | 0.5 | 10.1
CCc1ccccc1N(CC(=O)Nc1cccc2ccccc12)S(C)(=O)=O | 3.4 | 0.2 | 1.3 | 5.0
COc1ccc(C(C)=O)cc1CC1(C)C(=O)Nc2cccc(Cl)c21 (stereo unspecified) | -4.8 | 0.2 | 3.1 | 7.7
COc1cccc2cc(C(=O)Nc3sc4c(c3C(N)=O)CCCCC4)c(=O)oc12 | 1.9 | 0.0 | -0.3 | 2.9
O=C(c1ccc(C(F)(F)F)cc1)N1CCN(c2ccc(Cl)cc2)CC1 | -31.5 | 0.6 | 0.0 | 16.2
CC(C)(C)n1nnnc1CN1CCN(Cc2ccccc2)CC1 | -1.1 | 0.1 | -0.2 | 11.0

Reprinted at random: four entries already listed.
SMILES | TEAD-YAP inh | FBW7 activator | GPR151 activ | MITF primary
CC(C)(C)n1nnnc1CN1CCN(Cc2ccccc2)CC1 | -1.1 | 0.1 | -0.2 | 11.0
COc1ccc(C(=O)Nc2ccc(-c3ccc(OC)nn3)cc2)cc1 | -8.8 | 0.1 | 0.9 | 0.0
O=C(Nc1cccc(-n2cnnn2)c1)C1CCCN(Cc2cccc(C(F)(F)F)c2)C1 (stereo unspecified) | 3.0 | 0.2 | -0.2 | 5.5
O=C(c1ccc(C(F)(F)F)cc1)N1CCN(c2ccc(Cl)cc2)CC1 | -31.5 | 0.6 | 0.0 | 16.2

Carrying on.
SMILES | TEAD-YAP inh | FBW7 activator | GPR151 activ | MITF primary
COc1ccc(OCC(=O)NCCSc2ccc(Cl)cc2)cc1 | 1.8 | 0.0 | 0.3 | 4.6
O=C(Cc1ccccc1)NC1CC2CCC1C2 (stereo unspecified) | 2.2 | 0.2 | -0.4 | 15.8
O=C(Nc1cc(C(F)(F)F)c(-c2ccncc2)cc1F)C1COc2ccccc2O1 (stereo unspecified) | -16.5 | -0.1 | -0.5 | -2.6
CCOc1ccc(-n2c(=S)sc3c(=O)n(-c4ccccc4C)c(SCC(=O)Nc4cccc(OC)c4)nc32)cc1 | 7.2 | 0.3 | -1.2 | 15.7
CC(=O)c1cc(C#N)c(SC2C=CCCC2)nc1C (stereo unspecified) | -5.2 | 0.0 | 0.3 | 6.7
CC(C)C(=O)Oc1coc(CSc2nnc(NC(=O)c3cccs3)s2)cc1=O | -11.3 | -0.1 | -1.0 | 30.6
O=C(N1CCCN(C(=O)C(Cl)(Cl)Cl)CC1)C(Cl)(Cl)Cl | 16.1 | 0.1 | -0.1 | -1.4
CCOc1ccc(NC(=O)COC(=O)CCCOc2ccc(C(C)=O)cc2)cc1OCC | 0.0 | 0.2 | -1.5 | 5.6
COc1ccc(NC(=O)c2ccc3c(c2)NC(=O)CS3)cc1S(N)(=O)=O | -8.2 | -0.1 | -0.2 | -1.1
COCCOC(=O)C1=C(C)NC2=C(C(=O)CCC2)C1c1ccc(C)s1 (stereo unspecified) | 4.9&-0.7 | 0.0&0.2 | 1.0&-0.4 | -8.1&13.1
Cc1cc(NC(=O)CCC(=O)N(CC(=O)NC2CCCC2)c2ccc(Cl)cc2)no1 | -14.1 | 0.0 | 0.0 | 5.1
COc1ccc(/C=N\NC(=O)c2ccc(C)nc2)cc1 | 9.9 | 0.8 | 1.6 | 16.0
CN(C)c1cccc(C(=O)N2CCC(c3nnc(-c4ccc(F)cc4)o3)CC2)c1 | 10.8 | 0.4 | 0.4 | 16.6
CC12CC3CC(C1)CC(CC(=O)O)(C3)C2 | -1.8 | -0.1 | -1.2 | -4.7
CCOc1ccc(-c2cnc(N)s2)cc1 | -41.3 | 0.7 | 1.4 | 13.3
Cc1ncc(-c2ccc(F)cc2)c(C2CCCN(C(=O)c3cn4cc(Cl)ccc4n3)C2)n1 (stereo unspecified) | -14.1 | -0.1 | -1.0 | 9.2
Cc1ccc(C(=O)NCCc2nnc(SCc3ccccn3)n2C)cc1 | -1.2 | 0.1 | -1.0 | -17.4
N#Cc1ccsc1NC(=O)CSc1nnnn1-c1ccc(O)cc1 | -11.2 | 0.0 | -0.9 | 1.3
CCC1CCCCN1c1cc(=O)n2ccccc2n1 (stereo unspecified) | -2.6 | -0.1 | 0.4 | 1.2
Cc1sc2ncn(CC(=O)Nc3cnc4ccccc4c3)c(=O)c2c1C | -15.4 | -0.1 | 2.5 | -5.7
Cc1ccc(S(=O)(=O)C(CC(=O)c2ccco2)c2ccc(Cl)cc2)cc1 (stereo unspecified) | -4.7 | -0.2 | 0.5 | 4.8
COC(CNC(=O)c1oc2ccc3c(c2c1C)C=CC(C)(C)O3)OC | -29.0 | 0.7 | -0.3 | 17.9
COc1ccccc1NC(=O)C1CC(=O)OC1(C)C (stereo unspecified) | 0.6 | 0.5 | -0.4 | 2.8
CC1CCCN(C(=O)Cc2ccc(F)cc2)C1 (stereo unspecified) | 2.3 | 0.0 | 0.3 | 5.8
CC(NC(=O)c1nn2c(c1Cl)NC(c1ccc(F)cc1)CC2C(F)(F)F)c1ccccc1 (stereo unspecified) | 16.2 | -0.1 | -0.4 | -2.9

Full records, looked up by structure.
O=C(Nc1cc(C(F)(F)F)c(-c2ccncc2)cc1F)C1COc2ccccc2O1 (stereo unspecified) across the screens: TEAD-YAP inh = -16.5; FBW7 activator = -0.1; GPR151 activ = -0.5; MITF primary = -2.6
Cc1ncc(-c2ccc(F)cc2)c(C2CCCN(C(=O)c3cn4cc(Cl)ccc4n3)C2)n1 (stereo unspecified) across the screens: TEAD-YAP inh = -14.1; FBW7 activator = -0.1; GPR151 activ = -1.0; MITF primary = 9.2

Next entries:
SMILES | TEAD-YAP inh | FBW7 activator | GPR151 activ | MITF primary
Cc1cc(S(=O)(=O)NCc2ccccc2)ccc1OCC(=O)NC(C)(C)C | 1.0 | 1.1 | -2.0 | 20.9
CCC1(C)CC(C(O)CNCc2ccc(OC)c(OC)c2)CCO1 (stereo unspecified) | -0.6 | 1.0 | -0.2 | 34.8
CC(C)CCNC(=O)CN(Cc1ccccc1)C(=O)CCC(=O)Nc1nccs1 | -2.6 | -0.1 | -1.2 | 0.0
CCOc1ccc(CCNC(=O)Cn2c3ccccc3c3nc(=O)cc(C)n32)cc1OCC | 0.3 | 0.0 | -0.3 | 1.9
COc1ccc(Cc2nc3cc(C)c(C)cc3n(C)c2=O)cc1 | -1.1 | 0.0 | -0.1 | 0.6
COc1ccc(OC)c2[nH]c(=O)c(CCNS(C)(=O)=O)cc12 | 4.3 | 0.1 | -0.4 | 5.9
O=C(Nc1ccccc1)Nc1scc2c1c(=O)oc1ccccc12 | -11.2 | 0.2 | -1.1 | -8.9
Cc1ccc(N2C(SCC(=O)O)=NC(=Nc3cccc(C)c3)C23CCCC3)cc1 | 10.7 | 0.1 | -0.3 | 9.6
CC(O)CN1C(=O)C(CC(=O)Nc2ccc(Cl)cc2)SC1=Nc1ccccc1 (stereo unspecified) | 1.6 | -0.1 | -0.5 | -4.2
Cc1ccc(NC(=O)Cn2cnc3c(cnn3C(C)(C)C)c2=O)cc1Cl | -3.8 | 1.5 | 0.0 | 7.9
CCCc1nc2sc3c(Cl)ncnc3c2c2c1CCCC2 | 5.9 | 0.0 | -0.5 | 7.1
c1ccc(C2(c3ccccc3)OC(c3cccnc3)Nc3ccccc32)cc1 (stereo unspecified) | -3.1 | 0.1 | 1.5 | 16.0
O=c1/c(=C\c2cccs2)sc2n1CCCN=2 | -50.9 | 0.0 | -3.3 | -4.1
Cc1cccc(NC(c2ccsc2)c2ccc3ccc(C)nc3c2O)n1 (stereo unspecified) | 7.2 | -0.1 | 0.7 | 13.5
Cc1ccc(NS(=O)(=O)c2ccc(NS(=O)(=O)c3cccs3)cc2)cc1Cl | 8.2 | -0.2 | -0.1 | -7.3
COc1cc(C2SCC(=O)N2c2c(C)n(C)n(-c3ccccc3)c2=O)ccc1O (stereo unspecified) | 0.0 | 0.2 | 1.0 | 13.3
CCc1ccc(NC(=O)CN2C(=O)c3ccccc3C2=O)cc1 | 0.9 | -0.1 | 1.0 | 3.9
COC(=O)Nc1sc(C(=O)N(C)C)c(C)c1C(=O)OC | 4.5 | 0.0 | -0.1 | 3.2
O=c1nc(/C=C/c2cn[nH]c2-c2ccccc2)cc(C(F)(F)F)[nH]1 | -16.1 | -0.1 | 0.5 | -4.8
CCCCCCC1(C)N=C(c2ccc3c(c2)OCO3)CC(c2cc(Br)ccc2O)N1 (stereo unspecified) | 3.8 | -0.1 | -0.5 | -3.1
O=C(CCn1cccc1)Nc1ccccc1F | -7.3 | -0.5 | -1.1 | -8.4
CCCCC1(CCCC)C(=O)NC(=O)N=C1N | 5.8 | 0.1 | -0.6 | -18.8
O=C(NCCN1CCOCC1)c1ccc2c(=O)n(Cc3ccco3)c(=S)[nH]c2c1 | -5.0 | -0.2 | -0.5 | -0.7
COc1ccc(C(O)(c2ccccc2)c2ccccc2)cc1 | 5.9 | 0.1 | 1.0 | 13.3
Cc1cccc(CNc2ncnc3sc(C(=O)NC(C)C)c(C)c23)n1 | -11.7 | -0.2 | 0.0 | -1.1
(listing goes on)
SMILES | TEAD-YAP inh | FBW7 activator | GPR151 activ | MITF primary
COc1ccccc1C(=O)Nc1cc2c(ccc3ccccc32)oc1=O | 7.5 | -0.1 | 1.7 | 3.9
CN(C1CCCCC1)S(C)(=O)=O | -4.4 | -0.1 | -0.7 | -5.8
COc1ccc(C2=N/C(=C/c3ccc(Cl)cc3)C(=O)O2)cc1Br | -3.3 | 0.1 | 0.2 | 11.8
O=C(Nc1nc(-c2ccccn2)cs1)c1ccc(S(=O)(=O)N2CCc3ccccc3C2)cc1 | 6.7 | -0.3 | 0.9 | -6.0
O=C1C=CC(=O)N1c1cc([N+](=O)[O-])ccc1Cl | -2.7 | 0.1 | 0.8 | 8.3
Cc1cc2c(o1)c1cnn(CC(=O)NCC(=O)C(C)(C)C)c(=O)c1n2C | -7.9 | 0.2 | -0.2 | 11.6
Cc1ccc(-c2nnc(Nc3cccc(Cl)c3)c3ccccc23)cc1S(=O)(=O)N1CCN(C)CC1 | -1.4 | 0.3 | 0.7 | -4.0
O=C(COc1ccc(C(=O)NCCc2ccccc2)cc1)Nc1ccccc1 | -4.9 | 0.0 | 0.1 | 3.9
COc1cc(/C=C(\C#N)C(=O)Nc2ccccc2)c([N+](=O)[O-])cc1OC | 3.0 | 0.1 | 0.7 | -1.6
COc1ccc2c(c1OC)C(=O)N1N=C(c3ccc(Cl)cc3)CC21 (stereo unspecified) | -15.2 | 0.5 | 2.6 | 8.4
CCCCc1c(O)nc(Nc2nc(C)c3cc(C)c(C)cc3n2)[nH]c1=O | 2.6 | 0.3 | -1.5 | 1.3
COc1ccccc1C(=O)OCC(=O)NCC(F)(F)F | 1.7 | 0.0 | 2.0 | 4.8
CSC1=C(C#N)C(c2ccsc2)CC(=O)N1 (stereo unspecified) | 10.5 | 0.1 | -0.5 | 11.6
